Growth percent in the NCI-60 one-dose screen (48 h, 10 µM unless noted): 100 = growth as untreated, 0 = no growth, -100 = all killed.
MCF7: MCF7 breast cancer | 82,000 tested, 6.3% active | AID 1794796; active = growth percent below 10
* = called active by the depositor; & = joins results of further samples; [ ] = dose if it differs, or a comment. Not all compounds are listed; rates above refer to the full screens.

SMILES	MCF7
O=C(O)CN1C(=O)CN=C(c2ccc(O)cc2)c2cc(Cl)ccc21	84[30 µM]
CCN1CC2(C)CCC(OC)C34C5CC6CCC(O)(C5C(=O)O6)C(C(O)C23)C14 (stereo not given)	89&94[100 µM]
N#CCN1C(=O)C(Cc2ccc(O)cc2)N=C(c2cccc(O)c2)c2ccccc21 (stereo not given)	98[30 µM]
CCC(C)C(=O)OC1CC2(C)C(c3ccoc3)OC(=O)CC23OC2(C)OC34C(OC(=O)C(C)C)C3(O)C(OC(=O)C5(C)OC5C)C5(C)CC3(O)C(C)(C5CC(=O)OC)C14O2 (stereo not given)	70&23[100 µM]

3 compounds from above, sorted by SMILES length, high to low:
SMILES	MCF7
CCC(C)C(=O)OC1CC2(C)C(c3ccoc3)OC(=O)CC23OC2(C)OC34C(OC(=O)C(C)C)C3(O)C(OC(=O)C5(C)OC5C)C5(C)CC3(O)C(C)(C5CC(=O)OC)C14O2 (stereo not given)	70&23[100 µM]
CCN1CC2(C)CCC(OC)C34C5CC6CCC(O)(C5C(=O)O6)C(C(O)C23)C14 (stereo not given)	89&94[100 µM]
N#CCN1C(=O)C(Cc2ccc(O)cc2)N=C(c2cccc(O)c2)c2ccccc21 (stereo not given)	98[30 µM]

Screens: PubChem, NCI
